ARNT TACC3 PPI = disruptors of human ARNT/TACC3 interaction; AID 623870; 390,000 compounds, 0.66% hits; inhibition, % at 9.99 µM; Q9Y6A5; AlphaScreen His-ARNT PAS-B/GST-TACC3 binding, luminescence; TACC3 fragment carries E629A point mutation;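 active = mean inhibition of replicates at least 50% and at least half of replicates each reaching 50%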;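 also: 0% = complete ARNT plus TACC3 wells and 100% = ARNT alone without TACC3; many hits fall short of the cut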
RAD54 branch = blocks human RAD54 Holliday junction branch migration. Q92698. FAM/BHQ fluorescence. 360,000 compounds, 0.14% hits. AID 602329. inhibition, % at 10.4 µM;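 active = mean normalized replicate activity at least 40 and at least half of replicates scoring 40 or more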;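 also: 0% = median of neutral control wells and 100% = median of positive control wells; inhibitors cause a drop in the FAM fluorescence signal; in these data hits start at about 50%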
CASP6 VEID inh = caspase-6 (human) enzyme inhibition; AID 686996; 350,000 compounds, 0.53% hits; P55212; purified caspase-6, Z-VEID-R110 cleavage fluorescence; inhibition, % at 12.5 µM;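 active = mean inhibition across replicates at least about 35%, with every replicate also reaching that limit, limit read from the data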;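 also: 0% = median of neutral control wells and 100% = no fluorescence left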
PglD DTNB = PglD (C. jejuni) enzyme inhibition; purified PglD enzyme, DTNB colorimetric CoA detection; inhibition, % at 12.5 µM; 360,000 compounds, 0.098% hits; AID 602405; in the data active = inhibition above about 16%, passing the limit was not always enough; also: strong numbers were not always called active
RAD52 anneal inh = blocks human RAD52 DNA annealing; recombinant RAD52 DNA annealing, FRET fluorescence; AID 651710; 360,000 compounds, 0.46% hits; inhibition, % at 18.7 µM; P43351;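 active = every replicate showing at least 50% inhibition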
Target sequence (P43351 whole entry, looked up): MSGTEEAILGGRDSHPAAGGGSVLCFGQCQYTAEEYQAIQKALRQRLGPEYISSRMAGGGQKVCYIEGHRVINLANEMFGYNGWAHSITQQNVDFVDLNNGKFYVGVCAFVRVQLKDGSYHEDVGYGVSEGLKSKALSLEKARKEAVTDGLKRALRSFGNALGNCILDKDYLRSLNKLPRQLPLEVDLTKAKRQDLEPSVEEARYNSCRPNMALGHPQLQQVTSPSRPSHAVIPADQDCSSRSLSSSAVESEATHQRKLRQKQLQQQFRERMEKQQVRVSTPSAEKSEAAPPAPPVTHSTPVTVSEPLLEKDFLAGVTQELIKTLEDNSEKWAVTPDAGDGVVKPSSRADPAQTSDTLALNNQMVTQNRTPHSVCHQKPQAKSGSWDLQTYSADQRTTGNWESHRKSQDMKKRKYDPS
E-sel inducer = E-selectin induction on HUVECs. AID 686992. 260,000 compounds, 0.37% hits. HUVEC E-selectin immunofluorescence imaging; normalized: neutral wells 0, TNF-alpha wells 100. P16581. activation, % at 7.58 µM;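 active = mean E-selectin-positive cell signal at least 10% of the positive control, reached in at least 60% of replicates, without over 20% cell loss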;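 also: in these data hits start at about 27%; measured in HUVEC primary endothelial cells; signal is the percent of cells scored E-selectin positive by PE staining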
Target sequence (P16581 whole entry, looked up): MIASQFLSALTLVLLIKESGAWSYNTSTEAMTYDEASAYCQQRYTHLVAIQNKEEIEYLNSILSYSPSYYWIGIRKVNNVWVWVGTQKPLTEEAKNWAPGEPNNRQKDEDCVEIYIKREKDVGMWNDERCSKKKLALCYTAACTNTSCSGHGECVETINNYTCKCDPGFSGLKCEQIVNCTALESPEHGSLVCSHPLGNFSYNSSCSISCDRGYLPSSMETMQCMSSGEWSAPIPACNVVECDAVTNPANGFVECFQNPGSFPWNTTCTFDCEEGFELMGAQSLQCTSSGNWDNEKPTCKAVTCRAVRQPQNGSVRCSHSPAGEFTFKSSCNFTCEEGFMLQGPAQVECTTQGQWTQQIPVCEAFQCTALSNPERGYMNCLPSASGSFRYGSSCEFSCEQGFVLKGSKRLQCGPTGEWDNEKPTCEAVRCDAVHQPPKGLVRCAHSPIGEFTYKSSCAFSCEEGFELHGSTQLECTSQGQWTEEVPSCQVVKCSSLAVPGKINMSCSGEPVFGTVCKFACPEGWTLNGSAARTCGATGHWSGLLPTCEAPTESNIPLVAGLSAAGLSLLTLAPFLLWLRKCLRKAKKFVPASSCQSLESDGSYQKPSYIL
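assay system = HUVEC, human umbilical vein endothelial cells | input = 3,000 HUVEC seeded per well | medium = EGM-2 growth medium on 0.1% gelatin-coated wells | dosing = one compound dose added by pin transfer | signal = immunofluorescence imaging | read-out basis = % PE-positive cells | control set = TNF-alpha, DMSO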
esBAF inh = blocks esBAF chromatin remodeling in mouse ES cells; reporter increase, % at 12.5 µM; Bmi1-luciferase knock-in reporter, 24 h; 100% = twice the neutral-well signal; 350,000 compounds, 2% hits; in the data active = activation above about 40%;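 also: 0% = median of the plate's neutral control wells and 100% = double that signal; a rise in the Bmi1 reporter signal indicates esBAF inhibition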
ERp5 inh = blocks human ERp5 reductase activity on insulin; AID 651711; ERp5 insulin aggregation, absorbance 650 nm, 90 min; inhibition, % at 9.99 µM; Q15084; 350,000 compounds, 0.05% hits;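 active = mean replicate inhibition above about 25%, with every replicate also reaching it, limit read from the data, passing the limit was not always enough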
* marks the source's active call; other numbers are inactive results; . = not tested or not shown.

Molecule,ARNT TACC3 PPI,RAD54 branch,CASP6 VEID inh,PglD DTNB,RAD52 anneal inh,E-sel inducer,esBAF inh,ERp5 inh
O=C(C[C@@H]1CC[C@H]2[C@@H](COC[C@@H](O)CN2S(=O)(=O)c2ccc(Cl)cc2)O1)NCc1ccc(Cl)c(Cl)c1,6,-5,4,3,-63,0.0,-3,-17
O=C(c1ccccc1F)N1CCN(S(=O)(=O)c2ccc3c(c2)OCCO3)CC1,.,-3,1,6,4,0.3,-7,-3
Cc1cc(C)cc(NS(=O)(=O)c2cc(C(=O)NCc3ccccn3)ccc2Cl)c1,.,3,1,-3,-10,0.0,-2,9
CCCc1cn(CC[C@@H]2CC[C@H](NS(=O)(=O)c3ccc(-c4ccccc4)cc3)[C@@H](CO)O2)nn1,2,9,-3,1,-5,-0.1,19,4
NS(=O)(=O)c1cc(C(=O)OCC(=O)Nc2ccc(Cl)cc2[N+](=O)[O-])ccc1Cl,-5,.,2,.,-12,.,.,-6
CCN(CC)CCOC(=O)c1ccc(NC(=O)CCCN2C(=O)/C(=C\c3cccs3)SC2=S)cc1,21,0,-9,-5,-110,-0.2,-11,-4
Cc1nnc(NC(=O)c2ccc3c(c2)NC(=O)CS3)s1,5,6,-1,2,-6,.,11,-1
CCCN(CCC)CCCNC(=O)C1CCC(CNS(=O)(=O)c2cccc3nsnc23)CC1 (centres undefined),-4,-3,.,4,.,.,5,.
COC(=O)C1CC23C=CCN4CCC5(c6ccccc6NC15C2C)C43 (centres undefined),2,-9,-7,-12,-15,1.8,-3,2
CC1C(=O)Nc2ccccc2N1C(=O)c1ccc(Cl)c(Cl)c1 (centres undefined),3,2,2,4,9,0.4,-1,0
CO[C@H]1CC[C@@H]2CCOc3c(C#N)cccc3C(=O)N(C)C[C@H](C)C(=O)N(C)C[C@H]1O2,2,-10,-2,-4,19,-0.1,4,-2
COc1ccc(CCNC(=O)COc2ncnc3ccccc23)cc1,2,.,-3,.,-7,1.7,.,6
O=C(NCC1CC1)[C@H]1N[C@H]2c3ccc(C4=CCCCC4)c(=O)n3C[C@H]2[C@@H]1CO,-3,-17,-1,3,3,-0.5,-1,-5
CCC(=O)N(C)C[C@H]1Oc2cc(C#Cc3ccccc3)ccc2S(=O)(=O)N([C@H](C)CO)C[C@@H]1C,3,-1,2,-2,-21,1.0,0,-3
N#CC(c1ccc(O)cc1)c1ncc(C(F)(F)F)cc1Cl (centres undefined),-13,.,4,.,-4,.,.,0
O=C(c1ccc2nc(Cc3cccc(Cl)c3)oc2c1)N1CCC(O)CC1,-1,-3,1,.,1,-1.4,.,4
Fc1ccc(NC(=S)NCc2ccccc2)cc1,1,0,-5,9,-3,0.2,-7,-23
CC(=O)N1CCc2c(sc(NC(=O)CCS(=O)(=O)c3ccccc3)c2C(N)=O)C1,-3,-2,0,-1,-8,0.9,1,-1
C[C@@H]1CN([C@H](C)CO)C(=O)c2cc(NS(=O)(=O)c3cn(C)cn3)ccc2O[C@@H]1CN(C)S(=O)(=O)c1ccc(F)cc1,-7,4,1,1,-4,0.1,0,18
O=C(O)c1cc(Cl)c2ccccc2c1O,0,-8,.,8,.,.,1,.
COc1ccc(NC(=O)Nc2ccc3c(c2)CC(=O)N([C@@H](C)CO)C[C@H](C)[C@@H](CN(C)Cc2ccccc2)O3)cc1,-1,-4,-3,-1,-4,0.3,-1,-2
Cc1ccccc1-c1csc(C(O)c2cccc(Cl)c2)n1 (centres undefined),.,-3,0,-5,3,0.1,7,2
O=C(CNCc1cccc(Cl)c1)N1CCc2ccccc2C1,8,-6,-2,-2,-18,0.1,19,-1
Clc1ccc(-c2nc3ccccc3[nH]2)cn1,2,.,1,.,-36,0.3,50*,-6
CNC[C@@H]1Oc2ncc(-c3ccccc3C)cc2C(=O)N([C@@H](C)CO)C[C@@H]1C,-3,1,2,5,3,0.1,-3,2
Cc1cc(C(=O)N/N=C/c2cn(C)nc2C)c2ccccc2n1,4,5,-1,1,-2,.,-8,0
Cc1cc(C)n(-c2nc3nonc3nc2Nc2cccc(C)c2C)n1,-1,-2,.,-1,.,.,-1,.
O=C(Cn1ncn2c(cc3ccccc32)c1=O)NCc1ccco1,.,.,0,.,-16,.,-4,-2
O=C(Cn1cnc([N+](=O)[O-])c1)c1ccc(F)cc1,-1,-1,-1,5,-4,2.7,0,-3
Cc1nc2sccn2c(=O)c1CCN1CCC(=C(c2ccc(F)cc2)c2ccc(F)cc2)CC1,3,2,7,-4,-8,-2.1,-7,1
CCN(CC)S(=O)(=O)c1ccc(OC)c(N)c1,-10,-3,-3,-3,-9,1.5,-2,-1
Cc1cccc2cc(CN(Cc3ccco3)C(c3nnnn3CCc3ccccc3)C(C)C)c(=O)[nH]c12 (centres undefined),-4,0,.,1,.,.,2,.
Cc1ccc(-c2c(C(=O)N/N=C/c3ccc4c(c3)OCO4)nnn2-c2nonc2N)cc1,0,7,-1,3,-6,.,0,6
COc1cccc(NC2C=CS(=O)(=O)C2)c1 (centres undefined),3,5,.,-6,.,.,-9,.
Cc1ccc(NC(=O)CCCCCN2C(=O)[C@@H]3Cc4ccccc4CN3C2=O)c(Cl)c1,0,.,3,.,-14,-0.1,-4,1
CC(=O)Nc1ccc(NC(=O)c2cccc(Oc3ccccc3)c2)cc1,-9,-4,7,2,-10,-0.2,4,3
COC(=O)c1cn(NC(=O)Cn2nc([N+](=O)[O-])c(Br)c2C)c(=O)c2ccccc12,-3,.,-4,.,-9,.,4,-1
CCC1(C(=O)OC)NC(c2ccco2)C2C(=O)N(c3ccc(F)cc3)C(=O)C21 (centres undefined),-4,.,1,.,-32,.,.,4
CCN(C(=O)CSc1ccc(S(=O)(=O)N2CCOCC2)cn1)c1ccccc1,-1,2,-3,-1,-11,-1.8,0,7
COc1cccc(CN2CC(C(=O)NCCc3ccccc3C(F)(F)F)CCC2=O)c1 (centres undefined),-3,3,-4,5,-5,8.0,5,-8
Cc1ccc(C)c(NC(=O)CSc2ncnc3nc[nH]c23)c1,1,0,5,0,-4,.,6,-3
Cc1noc(C)c1S(=O)(=O)Nc1ccc2c(c1)C(=O)N([C@@H](C)CO)C[C@@H](C)[C@H](CN(C)C(=O)c1ccncc1)OCCCC[C@H](C)O2,1,1,-1,0,13,-0.1,1,-3
Cc1noc(C)c1S(=O)(=O)N(C)C[C@H]1OCCCC[C@@H](C)Oc2ccc(NC(=O)Nc3cccc4ccccc34)cc2C(=O)N([C@@H](C)CO)C[C@H]1C,-2,2,1,3,-27,-0.2,4,0
Cc1nc2scc(-c3cccs3)c2c(=O)n1-n1cccc1,-2,2,.,-5,.,.,-2,.
CCOC(=O)N1CCN(C(=O)CCS(=O)(=O)c2ccc3c(c2)CCN3C(=O)CC)CC1,-1,-11,1,2,2,-0.1,-1,.
COc1cc(OC)c2c(c1)C(=O)c1cc(OC)cc(OC)c1C2=O,-4,0,.,-1,.,.,3,.
COc1ccc(OCc2cc(C(=O)NCCc3ccccc3)no2)c(Cl)c1,3,1,2,-5,-4,.,-6,4
O=C(CN1CCN(c2ccc(O)cc2)CC1)Nc1cc([N+](=O)[O-])ccc1Cl,11,.,0,.,-6,0.1,.,6
C[C@H](O)C#Cc1cnc2c(c1)C(=O)N([C@@H](C)CO)C[C@H](C)[C@@H](CN(C)Cc1ccc(-c3ccccc3)cc1)O2,4,-4,-1,2,21,-0.5,1,1
COc1ccccc1N(C(=O)c1cncc(Br)c1)c1nc(-c2ccc(C)cc2)cs1,.,.,2,.,-14,3.5,.,-2

The list goes on:
Molecule,ARNT TACC3 PPI,RAD54 branch,CASP6 VEID inh,PglD DTNB,RAD52 anneal inh,E-sel inducer,esBAF inh,ERp5 inh
c1coc(-c2nnc(NC3=NCCC3)o2)c1,37,-13,.,-1,.,.,15,.
N#CC(C#N)=C(Nc1ccc(F)cc1)SCc1cccc(Br)c1,1,6,1,7,-13,-2.0,.,-3
COc1ccccc1Nc1nnc(SCC2CCCCO2)s1 (centres undefined),1,.,0,.,-9,.,.,3
CNC(=O)c1c(NC(=O)c2ccc(N3C(=O)CCC3=O)cc2)sc2c1CCC(C)C2 (centres undefined),-3,-15,3,-6,-14,.,-3,-1
CCC(=O)Nc1sc2c(c1C#N)CCC2,-7,.,-1,.,-15,.,.,4
COCC#Cc1cnc2c(c1)C(=O)N([C@H](C)CO)C[C@@H](C)[C@H](CN(C)C(=O)c1cnccn1)O2,2,6,0,-2,-13,.,-1,1
CN(C)Cc1cn(CC[C@H]2CC[C@H](NC(=O)Cc3cccnc3)[C@H](CO)O2)nn1,.,-2,-2,3,12,1.1,4,-2
CS(=O)(=O)Nc1ccc2c(c1)[C@@H]1C[C@H](CC(=O)NCc3ccncc3)O[C@@H](CO)[C@@H]1O2,5,1,16,-2,11,-0.1,1,-10
CN=C(Nc1cc(C)nn1CCC#N)c1ccccc1F,-1,17,.,-2,-2,.,-2,1
COc1cc(/C=N/NC(=O)c2cncc(Br)c2)cc([N+](=O)[O-])c1O,58*,-7,7,-2,-35,-0.2,-5,-4
O=C(C[C@H]1CC[C@H]2[C@@H](COC[C@H](O)CN2CC2CCOCC2)O1)N1CCOCC1,-5,1,-2,-1,8,0.0,-3,-2
O=C(O)/C=C/C(=O)c1ccc2c(c1)NC(=O)CO2,-3,.,0,.,-6,.,-7,8
CC(C)C[C@@H](CN=[N+]=[N-])N1CCN(C)CCC1=O,-8,1,-12,3,-19,0.0,-1,-1
O=C(Nc1ccc(O)cc1)C1CCCO1 (centres undefined),0,-6,.,-2,.,.,1,.
COc1ccccc1-c1c(-c2ccc(O)cc2O)n[nH]c1C(F)(F)F,6,5,5,-2,16,.,-11,-2
CCOc1cc(/C=N/NC(=O)Cn2nc([N+](=O)[O-])cc2C)cc(Br)c1OCc1ccccc1F,-6,10,.,-4,.,.,-5,.
Cc1ccc(-c2ccc(SCC(=O)NC3CCCC3)nn2)cc1,17,15,0,-4,-16,.,.,-2
O=C(NC(=O)N1CCCCC1)c1ccccc1,-5,.,-4,.,-6,-0.1,.,1
O=C(COc1ccc(Cl)cc1)N(Cc1ccccc1)c1nc(-c2ccccc2)cs1,0,-4,.,5,.,.,-1,.
CO[C@H]1CN(C)C(=O)c2cc(NS(=O)(=O)c3ccccc3C)ccc2OC[C@@H](C)N(C)C[C@H]1C,-5,1,1,0,1,0.0,2,-6
O=C(CCC(=O)c1ccc(Cl)cc1)OCc1nc2ccsc2c(=O)[nH]1,7,-5,3,0,2,.,3,-5
CN1CCN(c2ccccc2NC(=O)c2cccs2)CC1,-1,-6,-6,-2,-6,-0.3,2,1
COc1ccc(CNC(=O)C(C)Sc2nc3ccccc3c(=O)n2CC2CCCO2)cc1 (centres undefined),-4,-5,0,2,-7,.,1,-1
Cn1c(=O)c2[nH]c(-c3ccc(S(=O)(=O)O)cc3)nc2n(C)c1=O,-16,-27,-3,-4,-4,0.9,-3,1
COc1ccc(CCN2C(=NC(=O)C(C)C)SC3CS(=O)(=O)CC32)cc1 (centres undefined),-7,3,-2,-10,-5,.,-2,2

Three compounds already listed, sorted by number of heavy atoms, falling:
Molecule,ARNT TACC3 PPI,RAD54 branch,CASP6 VEID inh,PglD DTNB,RAD52 anneal inh,E-sel inducer,esBAF inh,ERp5 inh
COc1cc(/C=N/NC(=O)c2cncc(Br)c2)cc([N+](=O)[O-])c1O,58*,-7,7,-2,-35,-0.2,-5,-4
Cn1c(=O)c2[nH]c(-c3ccc(S(=O)(=O)O)cc3)nc2n(C)c1=O,-16,-27,-3,-4,-4,0.9,-3,1
CN=C(Nc1cc(C)nn1CCC#N)c1ccccc1F,-1,17,.,-2,-2,.,-2,1

Assay outcomes: PubChem BioAssay, Broad Institute

Rows are unselected; overall some 3.2% were active at least once.
